Compound activity deposited in PubChem by PCMD.
Ec RNAP inh = blocks E. coli RNA polymerase transcription | inhibition, %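 (tested at 10 µM)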 | P0A8V2 | fluorescence transcription assay | hit rate 0.2% among 62,000; in the data active means inhibition above about 20%;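 further: 0% = enzyme without compound and 100% = no enzyme blank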
FXIa mix inh = inhibitors of human coagulation factor XIa, pooled mixtures; P03951; purified FXIa, fluorogenic substrate; inhibition, % at 5 µM; hit rate 0.19% among 62,000; in the data active means inhibition above about 20%, passing the limit was not always enough;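 further: each value is inhibition by a whole ten-compound pool holding the compound; 0% = enzyme with no mixture and 100% = wells lacking enzyme; strong numbers were not always called active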
Target sequence (P03951 19-387 limits assumed): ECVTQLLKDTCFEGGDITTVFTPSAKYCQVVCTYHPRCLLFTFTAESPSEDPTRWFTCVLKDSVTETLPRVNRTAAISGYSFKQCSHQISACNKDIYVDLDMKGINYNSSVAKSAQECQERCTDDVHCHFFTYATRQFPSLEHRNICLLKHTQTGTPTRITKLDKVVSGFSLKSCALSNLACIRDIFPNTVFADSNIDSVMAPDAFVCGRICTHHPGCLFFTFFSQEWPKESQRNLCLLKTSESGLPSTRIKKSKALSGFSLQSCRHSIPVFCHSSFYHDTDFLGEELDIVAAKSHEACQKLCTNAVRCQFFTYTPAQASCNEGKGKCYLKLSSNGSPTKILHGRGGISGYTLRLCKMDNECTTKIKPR
Target sequence (P03951 388-625 limits assumed): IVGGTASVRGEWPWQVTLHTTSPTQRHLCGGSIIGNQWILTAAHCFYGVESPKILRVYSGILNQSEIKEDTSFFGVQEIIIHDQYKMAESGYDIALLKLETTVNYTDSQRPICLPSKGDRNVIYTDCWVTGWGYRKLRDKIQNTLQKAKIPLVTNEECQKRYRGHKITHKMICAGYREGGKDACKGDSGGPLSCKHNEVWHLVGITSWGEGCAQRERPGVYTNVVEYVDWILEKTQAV
CatB block = human cathepsin B inhibition. P07858. purified cathepsin B, fluorogenic substrate, fluorescence. inhibition, %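 (tested at 10 µM)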. hit rate 0.1% among 63,000; in the data active means inhibition above about 21%;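 further: 0% = enzyme with no compound and 100% = no enzyme blank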
C1s block = human complement C1s inhibition. P09871. purified C1s, fluorogenic AMC substrate, pooled mixtures. mean inhibition % of two 10-compound mixtures (active compounds read high), % at 5 µM (by protocol). hit rate 0.16% among 62,000. AID 538;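 active means inhibition above 20% in each of the two 10-compound mixture wells holding the compound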;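 further: 0% = enzyme wells lacking compound mixture and 100% = no-enzyme blank wells; some compounds called inactive have numbers as strong as hits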
CatB mixtures = inhibitors of human cathepsin B in compound mixtures | inhibition, %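 (ten-compound pools at 5 µM per compound and 50 µM total)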 | AID 488 | hit rate 0.06% among 62,000 | P07858 | Purified cathepsin B, AMC dipeptide fluorescence; in the data active means inhibition above about 22%, passing the limit was not always enough;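 further: 0% = enzyme without compound and 100% = no enzyme blank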
Cathepsin G inh = inhibitors of human cathepsin G. purified enzyme, AMC-tetrapeptide fluorescence, pooled mixtures. inhibition, % at 5 µM (by protocol). hit rate 0.2% among 62,000. AID 581;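 active means inhibition above 20% in each of the two mixture wells holding the compound; inactive means inhibition of 20% or less in either well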;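 further: 0% = enzyme control without mixture and 100% = blank lacking enzyme; strong numbers were not always called active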
AP ELISA ortho = orthogonal test for alternative complement pathway inhibitors; Human serum alternative complement pathway, LPS-coated ELISA, C3 deposition; tested in compound mixtures; inhibition, % at 5 µM; hit rate 0.08% among 62,000; AID 1235;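 active means inhibition above 30% in each of the two pooled mixtures holding the compound, so the lower value exceeds 30%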;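 further: 0% = serum in Mg-EGTA without compound and 100% = EDTA serum blank; some compounds past the cut are filed as inactive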
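Assay system: Human serum alternative complement pathway, C3 deposition on LPS-coated wells | Incubation: 1 h serum-compound exposure at 37 °C | Doses: 5 µM per compound in ten-compound mixtures | Read-out: Percent inhibition | Technique: ELISA with HRP anti-human C3 antibody, TMB substrate, absorbance 450 nm | Replication: Two pool placements per compound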
CatL inh = inhibitors of human cathepsin L | P07711 | purified cathepsin L, fluorogenic substrate, fluorescence | inhibition, %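 (tested at 10 µM)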 | hit rate 0.17% among 58,000; in the data active means inhibition above about 45%;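 further: 0% = enzyme with no compound and 100% = no enzyme blank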
Target sequence (P07711 114-288 limits assumed): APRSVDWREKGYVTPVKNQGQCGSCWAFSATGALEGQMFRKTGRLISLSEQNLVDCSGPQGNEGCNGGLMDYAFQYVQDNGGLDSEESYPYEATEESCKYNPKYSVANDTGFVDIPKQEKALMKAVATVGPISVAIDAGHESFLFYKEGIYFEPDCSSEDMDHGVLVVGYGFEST
Target sequence (P07711 292-333 limits assumed): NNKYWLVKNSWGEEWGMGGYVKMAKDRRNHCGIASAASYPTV
CatS block = blocks human cathepsin S protease activity; AID 501; recombinant cathepsin S, AMC dipeptide fluorescence, pooled mixtures; hit rate 0.06% among 62,000; inhibition, %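 (tested at 5 µM per compound within 10-compound mixtures)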; in the data active means inhibition above about 32%, passing the limit was not always enough;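 further: 0% = enzyme without compound and 100% = blank without enzyme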
* = called active by the depositor; . = no result given. These rows are one share of the data (hit frequency here may not be typical).

SMILES	Ec RNAP inh	FXIa mix inh	CatB block	C1s block	CatB mixtures	Cathepsin G inh	AP ELISA ortho	CatL inh	CatS block
COC(=O)c1ccccc1NC(=O)c1ccc(NS(C)(=O)=O)cc1	10	10	-4	0	4	2	9	-1	22
COc1ccc2ccccc2c1CN1CCN(C(=O)c2ccccc2)CC1	5	4	-1	2	2	-4	-5	9	1
Cc1ccc(-c2ccc(=O)n(CCC(=O)NCc3ccccn3)n2)cc1	6	4	-2	15	6	11	12	8	-8
CCOC(=O)Cn1c(N2CCCCCC2)nc2c1c(=O)[nH]c(=O)n2C	6	2	0	2	-1	0	-18	23	4
CNC(=O)c1nnc(Cc2ccc(F)cc2)o1	-10	4	-3	-2	-1	-3	16	-6	-6
O=C(c1ccccc1Cl)N1CCN(c2ccccn2)CC1	5	9	-3	-2	0	-1	2	10	4
CCOCCCNC(=O)Cn1cc2c(n1)CCCCC2	4	-2	0	-8	2	-39	8	2	-8
CCN(CCCNC(=O)C1CCN(S(=O)(=O)CC)CC1)c1ccccc1	-2	0	-3	5	-3	-1	18	19	17
COc1ccccc1-c1cc(C(=O)N2CCN(c3ccc(F)cc3)CC2)no1	2	7	5	11	2	5	24	4	2
Cc1ccc(S(=O)(=O)NCc2ccc(C(=O)N(C)CCC#N)cc2)cc1	4	1	0	-7	2	-1	5	-4	2
O=S(=O)(NCCc1csc(-c2cccnc2)n1)c1cccs1	7	1	0	-28	-5	-6	2	.	1
Cc1ccc(N(CC(=O)N2CCc3ccccc32)C2=NC(=O)CS2)cc1	3	1	4	-43	3	-6	8	6	9
COc1ccc(C)cc1S(=O)(=O)Nc1ccccc1C	12	0	4	14	6	12	16	4	4
O=C(NCc1ccco1)C(Cc1ccccc1)N1C(=O)c2ccccc2C1=O (centres undefined)	2	26*	5	1	1	-2	6	12	3
COc1ccc(C(=O)Nc2ccc(S(=O)(=O)NC(C)=O)cc2)cc1	10	3	-2	-12	0	44	-3	1	-10
O=C(COC(=O)c1cc(-c2cccs2)nc2ccccc12)NCc1ccco1	-6	-4	1	-35	0	-1	4	-45	16
O=C(NCc1ccco1)c1cc2ccccc2o1	6	-2	2	-2	1	10	11	-4	4
O=C(O)c1cnn2c1NC(c1ccc(F)cc1)CC2C(F)(F)F (centres undefined)	10	10	5	17	7	16	5	0	14
N#CCCCCn1c(-c2cncs2)nc2ccccc21	11	4	4	1	5	11	0	-7	18
O=C(O)CCCC(=O)Nc1c(F)c(F)c(F)c(F)c1F	5	7	5	-20	4	-1	3	4	2
CC1CC(C)CN(S(=O)(=O)c2ccc(NC(=O)C3COc4ccccc4O3)cc2)C1 (centres undefined)	9	2	5	5	-1	5	-6	.	11
CSc1nnc2c(n1)OC(c1ccsc1)N(C(C)=O)c1ccccc1-2 (centres undefined)	.	10	5	0	0	2	15	13	18
CCOc1ccccc1N/C=C/C(=O)C(C)(C)C	-3	-5	6	-10	3	6	16	.	-4
C=CCn1c(SCC(=O)Nc2ccc3c(c2)CCC3)nnc1-c1cccs1	2	5	2	13	0	8	9	-2	-5
Cn1c(-c2ccc3nc(N)sc3c2)nc2cc(N)ccc21	5	1	-1	6	2	2	1	-2	12
CCCC(OC(=O)CN1C(=O)COc2ccccc21)C(=O)NC1CCCC1 (centres undefined)	3	15	6	8	2	30	2	6	11
O=C1c2ccccc2C(=O)N1CCCCN(C(=O)c1ccco1)c1ccc(Cl)cc1	-5	12	3	-14	0	-2	14	3	-5
COc1ccccc1NC(=O)c1cc2n(n1)C(C(F)(F)F)CC(c1ccc3c(c1)OCO3)N2 (centres undefined)	-2	6	6	-6	3	-5	11	0	-3
Cc1ccc(N2C(=O)c3ccc(N)cc3C2=O)cc1	-1	2	1	-32	4	-11	-6	-3	-6
Cc1ccc(F)cc1NC(=O)c1cccc2nccnc12	-8	4	2	27	3	-12	2	5	3
CCS(=O)(=O)N1CCC(C(=O)NCCc2ccccc2)CC1	2	-1	1	2	0	10	18	0	-4
O=C(c1cc(-c2cccs2)on1)N1CCc2ccccc2C1	1	5	2	13	5	10	5	-1	-7
COc1cccc(CNc2nn[nH]n2)c1OC	7	2	4	3	4	-5	-7	9	-9
CCOC(=O)N1CCN(C(=O)c2ccc3nc4cc(Cl)ccc4c(=O)n3c2)CC1	-20	-10	-3	-82	-11	-3	4	-48	-10
CC(C)COc1cccc(C(=O)Nc2ccc(S(=O)(=O)N3CCOCC3)cc2)c1	5	7	-3	0	-4	-4	-4	13	0
O=C(Cc1ccc(-n2c(=O)[nH]c3ccccc3c2=O)cc1)N1CCN(c2ccccc2)CC1	6	-5	5	-14	-5	2	4	20	10
Cc1noc(C)c1CSc1nnc(-c2ccccc2F)n1CCc1ccccc1	3	-4	13	-5	2	9	3	23	7
CCN(Cc1ccccc1)C(c1cccs1)c1nnnn1C1CCCCC1 (centres undefined)	.	20	.	2	-1	5	-3	.	9
COc1ccccc1N1CCN(C(=O)c2cc(-c3cccc(Cl)c3)on2)CC1	11	13	1	-10	1	25	8	15	16
Cc1cc(C)c2[nH]c(=O)c(CN(CC3CCCO3)C(=O)c3cnccn3)cc2c1 (centres undefined)	4	4	0	-1	-6	10	16	.	1
CC(C)c1ccc(S(=O)(=O)N2CCN(C(=O)c3cccc(F)c3)CC2)cc1	8	4	7	3	6	10	7	-1	-14
O=C(COc1ccccc1Cl)Nc1ccc(Cl)cn1	5	13	2	17	3	9	10	-2	-2
Cn1c(SCc2nc3ccccc3s2)nnc1-c1ccc2c(c1)OCO2	10	-6	6	-12	1	8	-3	9	-2
O=C(c1ccccc1F)N(Cc1ccccc1)C1CCS(=O)(=O)C1 (centres undefined)	5	10	0	9	8	6	23	.	0
Cn1nc(C(=O)OCCN2C(=O)c3ccccc3C2=O)c2ccccc2c1=O	8	-3	2	-78	1	-1	20	11	-6
O=C1c2ccccc2-c2nc3ncnn3c(-c3ccccc3)c21	-4	3	3	1	2	-3	-4	4	7
COc1cc(C2=NOC(C(=O)N3CCCc4ccccc43)C2)cc(OC)c1OC (centres undefined)	6	3	-4	6	6	3	13	19	7
Cc1cnc(-c2nnc(N(C)C(=O)c3ccncc3)s2)cn1	0	6	-7	2	4	0	26	-17	-5
CC(=O)Nc1ccc(S(=O)(=O)N2CCN(c3nc(NC4CCCC4)c4ccccc4n3)CC2)cc1	1	4	-2	4	4	8	4	0	-3
CCOC(=O)N1CCN(C(=O)CN2C(=O)COc3ccc(C(C)(C)C)cc32)CC1	7	8	6	-1	1	2	4	15	11
Next section:
SMILES	Ec RNAP inh	FXIa mix inh	CatB block	C1s block	CatB mixtures	Cathepsin G inh	AP ELISA ortho	CatL inh	CatS block
C=CCn1c(SCC(=O)N2CC(=O)Nc3ccccc32)nc2scc(-c3cccs3)c2c1=O	12	5	-4	-16	3	0	2	33	17
O=C(COn1nnc2ccccc21)NCC1CCCCC1	3	5	-1	4	1	11	13	-2	2
COC(=O)c1ccc2c(c1)N(Cc1nc(-c3ccc(Cl)cc3)oc1C)C(=O)C1CCCN21 (centres undefined)	0	7	-3	-31	4	-1	20	-1	-1
CC(C)C[C@H](NC(=O)N1CCN(c2ccccc2)CC1)C(=O)O	.	6	3	3	2	-5	9	-6	-5
O=C(c1cc2ccccc2o1)N1CCN=C1SCc1cccnc1	6	10	-1	5	-1	11	8	2	1
Cc1cnc(C(=O)OCC(=O)c2csc(N3CCCCC3)n2)cn1	4	-7	7	5	2	9	8	20	8
COc1ccccc1NC(=O)c1ccc(COc2ccccc2OC)o1	5	2	4	13	2	12	8	7	-11
COc1ccc(OC)c(N2C(=O)C(Cl)=C(N3CCOCC3)C2=O)c1	5	1	6	-7	5	-8	-8	24	23
CC(=O)Oc1cc2c(C(=O)NCCN3CCOCC3)c(C)oc2c2ccccc12	-1	8	-1	5	3	-1	15	-10	4
COC(=O)c1[nH]c2ccccc2c1NS(=O)(=O)c1ccc(OC)cc1OC	1	9	4	19	4	-40	9	6	-10
c1ccc(C2CC(c3cccs3)n3nnnc3N2)cc1 (centres undefined)	2	0	2	5	2	9	17	2	0
Cc1ccc(-n2ncc3c(=O)n(CC(=O)N4CCCCCC4)cnc32)cc1	-2	-2	3	-5	-3	-5	-2	10	-1
CC1=C(C(=O)OCC(C)C)C(c2ccc(F)cc2)NC(=O)N1 (centres undefined)	10	5	1	-34	0	6	14	-5	-5
O=C(CSc1nnnn1C1CCCC1)Nc1cccc(NC(=O)c2ccco2)c1	-3	13	2	20	6	-2	9	3	-9
COc1ccc(C(=O)N2c3ccccc3CC2C)cc1OC (centres undefined)	2	-3	-8	2	4	7	1	0	5
CC(C)(C)c1nnc(NC(=O)C2CCN(c3ncccn3)CC2)s1	10	9	2	38	8	5	3	23	19
Cc1ccc(O)c(-c2cc(C(F)(F)C(F)F)[nH]n2)c1	4	4	2	1	3	11	7	.	-2
O=C(CCn1c(=S)[nH]c2ccccc2c1=O)NCCCN1CCCC1=O	3	10	1	-8	1	0	11	10	13
Cc1ccc(-c2cc(C(=O)NCc3ccccn3)no2)cc1	16	4	3	65*	7	8	5	14	16
Cc1ccnc(N2CCC(C(=O)Nc3ccc4c(c3)CCC4)CC2)n1	8	8	4	12	6	-3	-2	10	22

Three consecutive compounds from above, for reference:
SMILES	Ec RNAP inh	FXIa mix inh	CatB block	C1s block	CatB mixtures	Cathepsin G inh	AP ELISA ortho	CatL inh	CatS block
COc1ccccc1NC(=O)c1ccc(COc2ccccc2OC)o1	5	2	4	13	2	12	8	7	-11
COc1ccc(OC)c(N2C(=O)C(Cl)=C(N3CCOCC3)C2=O)c1	5	1	6	-7	5	-8	-8	24	23
CC(=O)Oc1cc2c(C(=O)NCCN3CCOCC3)c(C)oc2c2ccccc12	-1	8	-1	5	3	-1	15	-10	4

(next part)
SMILES	Ec RNAP inh	FXIa mix inh	CatB block	C1s block	CatB mixtures	Cathepsin G inh	AP ELISA ortho	CatL inh	CatS block
CC(=O)N1CC2(C)CN(C(C)=O)CC(C)(C1)C2O (centres undefined)	4	8	6	13	-2	9	0	7	10
CCC(=O)Nc1ccc(NC(=O)CSc2nnnn2C(C)C)cc1	12	27*	2	15	2	16	2	3	4
CSc1cccc(NC(=O)CN(c2cc(C)ccc2C)S(C)(=O)=O)c1	2	-5	0	0	1	-9	-5	0	-2
COc1ccc2cc3cc(C(=O)NCCN4CCc5ccccc5C4)oc3nc2c1	-27	-26	-24	-87	-25	-26	-2	.	-19
COc1cc(C(=O)N2CCC(NC(=O)C(Cc3ccccc3C)NC(C)=O)CC2)cc(OC)c1OC (centres undefined)	8	1	0	5	-2	9	0	11	3
Cc1ccc(-c2noc(COc3ccccc3C)n2)cc1	-3	14	1	-1	-1	5	6	24	5
COc1ccc(N2C(=O)CCC(C(=O)N3CCCCC3)C2c2ccc(OC)c(OC)c2)cc1 (centres undefined)	6	5	2	13	1	-8	6	-5	0
OC(COCc1ccco1)CN1CCN(C(c2ccccc2)c2ccccc2)CC1 (centres undefined)	-3	3	0	1	-2	0	16	18	10
CCOc1ccccc1N1CC(C(=O)Nc2ccccc2N2CCOCC2)CC1=O (centres undefined)	3	-6	0	-11	-3	-1	-1	7	19
CCCCCn1c(SCC(=O)OCC)nc2cc(C(=O)NCc3ccco3)ccc2c1=O	7	1	8	-11	3	4	15	8	5
COC(=O)c1c(NC(=O)CN2CCN(c3ccccc3OC)CC2)c2c(C)cccc2n1C	9	5	1	14	3	11	2	-2	15
O=C(O)CC(C(=O)O)n1nc(-c2ccccc2)cc1-c1ccccc1 (centres undefined)	.	-11	.	-7	0	8	12	.	9
